Hsp70 inhibitors – Hsp70 inhibitors, probe displacement, primary screen, biochemical, fluorescence polarization (AID 583). Heat shock 70 kDa protein 1A (Homo sapiens). Hsp70 fluorescence polarization probe displacement, mP; higher % means a stronger effect. displacement, % at 20 µM, or IC50 in µM where a hit was titrated. actives 0.06% (n = 140,000); in the data active = displacement above about 50%;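 note: plate controls were vehicle for no effect and reference ligand for full effect; a part of the inactive calls stands beside numbers as strong as those of hits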
MKP-3 inhibition – MKP-3 phosphatase inhibitors, primary screen, biochemical, rat enzyme, in vitro (AID 425); recombinant MKP-3 phosphatase activity, fluorescence; higher % means a stronger effect; inhibition, % at 20 µM; hits with a dose series show IC50 in µM; actives 0.17% (n = 110,000); in the data active = inhibition above about 50%;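 note: plate controls were vehicle for no effect and reference inhibitor for full effect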
* = called active by the depositor; x = not tested or not shown; & = joins results of further samples.

SMILES	Hsp70 inhibitors	MKP-3 inhibition
Cc1cccn2c(=O)c3cc(C(=O)NCc4ccccn4)n(C)c3nc12	4.9%	2%
Cn1c(CCCNC(=O)c2ccccc2)nc2ccccc21	-0.5%	-2%
Cc1cc(C)c(NC(=O)c2cccc(N3C(=O)c4ccc(C(=O)Nc5c(C)cc(C)cc5C)cc4C3=O)c2)c(C)c1	3.5%	-1%
COc1ccc(/C(C)=N/NC(=O)c2cc(C34CC5CC(CC(C5)C3)C4)[nH]n2)cc1	-4.6%	3%
COc1cc2[nH]c(=S)nc(NCCCOC(C)C)c2cc1OC	-1.3%	x
O=C1CSC(c2c(F)cccc2Cl)N1c1cccc(F)c1 (configuration not stated)	3.5%	x
CN(C)CCC(=O)c1cccs1	-8.1%	-2%
N/C(=N\OC(=O)c1ccccc1F)c1ccc(Cl)cc1	2.5%	5%
Nc1nnc(/C=C/c2ccccc2)s1	3.7%	0%
O=C(NCCCn1ccnc1)C1CC(c2cccc(Br)c2)=NO1 (configuration not stated)	4.8%	-3%
N#CC(C(=O)Nc1ccccc1)=C1CCCCC1	5.0%	-1%
Cc1cc(C)c2[nH]c(=O)c(CN(CC3CCCO3)S(=O)(=O)c3ccc4c(c3)OCCO4)cc2c1 (configuration not stated)	0.0%	-3%
O=C(O)C1CC=CCC1C(=O)Nc1ccccc1 (configuration not stated)	-1.0%	x
CC1=C(C(=O)Nc2cc(Cl)ccc2C)C(c2ccccc2Br)NC(=S)N1 (configuration not stated)	1.4%	1%
CCOC(=O)Cn1c(=N)n(Cc2ccc(C)cc2)c2ccccc21	-4.7%	2%
c1ccc(Oc2cccc(CN3CCN(Cc4ccccn4)CC3)c2)cc1	-0.4%	1%
CC1(C)Cc2ccccc2-c2nnc(SCc3ccccc3)n21	1.7%	x
Cc1ccc(NC(=O)Cn2nnc(C(=O)NCc3ccco3)c2N)cc1	1.5%	x
COC(=O)/C=c1/s/c(=C(/C#N)C(=O)NCc2ccccc2)n(-c2ccccc2)c1=O	-1.4%	x
c1ccc(Nc2nc(-c3cccs3)cs2)nc1	0.5%&2.4%	-2%&-1%
CC1(C)C/C(=N\O)c2cc3c(nc2C1)CCCC3	-7.9%&-1.1%	-5%&-2%
Cc1cc(C)c(NC(=O)CCCN2CCOCC2)c(C)c1	-2.6%	7%
COc1cc(C2C(C(=O)c3ccc(C)o3)=C(O)C(=O)N2c2cc(C)on2)cc(OC)c1OC (configuration not stated)	-3.3%	-2%
COc1ccc(NC2CC(=O)N(CCc3ccccc3)C2=O)cc1 (configuration not stated)	-0.8%&3.8%	0%
COC(=O)C1CC(=O)N(c2ccccc2)C1 (configuration not stated)	0.3%	0%

As entered above:
COC(=O)C1CC(=O)N(c2ccccc2)C1 (configuration not stated) | Hsp70 inhibitors = 0.3%
Nc1nnc(/C=C/c2ccccc2)s1 | Hsp70 inhibitors = 3.7%
COc1cc2[nH]c(=S)nc(NCCCOC(C)C)c2cc1OC | Hsp70 inhibitors = -1.3%

Further records:
SMILES	Hsp70 inhibitors	MKP-3 inhibition
COc1ccc(N2C(=O)C3C(C2=O)C2C=CC3C23CC3)cc1 (configuration not stated)	-3.7%	0%
CCS(=O)(=O)NCCCCc1ccccc1	2.7%	-4%
COc1ccccc1N1C(=O)NC(=O)/C(=C/c2c(OC)ccc3ccccc23)C1=O	1.9%	2%
CNc1nc(SC)nc(N2CCOCC2)n1	3.0%	-9%
CSc1nc2ccc(NC(=O)c3ccc([N+](=O)[O-])o3)cc2s1	-3.4%	2%
O=C(Nc1ccccc1C(=O)O)c1ccc(NC(=O)c2cccs2)cc1	3.7%	-2%
O=C(Nc1ncnc2sc3c(c12)CCCCC3)c1ccco1	1.1%	0%
c1ccc(-n2nnnc2NCCCN2CCOCC2)cc1	-1.0%	x
O=Cc1ccc(OC(=O)c2ccccc2I)cc1	-7.7%	5%
O=C(O)COc1cccc2ccccc12	4.8%	x
O=C(CCCOc1ccc(Cl)cc1Cl)Nc1ccc([N+](=O)[O-])cc1	3.7%	5%
c1ccc(-c2nnc(CSc3nnc(-c4cccs4)o3)o2)cc1	-4.5%	-11%
Cc1cccnc1NC(=O)COc1ccc2oc3c(c2c1)CCCC3	-2.1%	x
O=C(/C=C/c1ccccc1OCc1ccccc1)c1cccc(Br)c1	2.6%	3%
CCOC(=O)CSc1nnc(CNc2cccc(Cl)c2)n1C	2.3%	x
CCn1c(C(=O)N2CCC(C(=O)NCCCSC3CCCCC3)CC2)cc2sccc21	-3.4%	6%
O=C(Cn1cc2c(n1)CCCC2)NC1CCCCCC1	5.0%	-8%
CCOC(=O)c1c(C)sc(C=O)c1NC(=O)c1ccc(Cl)cc1	0.9%	2%
COc1cc(NC(=O)CN(C)S(=O)(=O)c2ccc(C)cc2)cc(OC)c1	2.5%	-12%
Cc1cc(C)c(C2C(C#N)=C(N)Oc3n[nH]c(C)c32)cc1CN1CCCC1 (configuration not stated)	-2.8%	-5%
Cc1nn(-c2ccccc2)c(C)c1C1C(C#N)=C(N)Oc2n[nH]c(C)c21 (configuration not stated)	1.8%	x
COc1ccc(C2C(C(=O)OCC3CCCO3)=C(C)NC3=C2C(=O)CC(c2ccco2)C3)cc1O (configuration not stated)	-1.6%	x
O=C(Oc1oc(-c2ccco2)nc1C=Nc1ccccc1)c1ccco1	-5.5%	-1%
O=C(NCC1CCCO1)C1CCCN(c2ncccn2)C1 (configuration not stated)	-3.6%	-4%
O=C1CSC(=O)N1CNc1cc(Cl)ccc1Cl	1.9%	0%

Later entries.
SMILES	Hsp70 inhibitors	MKP-3 inhibition
CC(=O)C1=C(C)NC(SCC(=O)c2ccccc2)=C(C#N)C1c1ccco1 (configuration not stated)	0.6%	-3%
Clc1cccc(-c2nn3c(COc4ccccc4)nnc3s2)c1	0.2%	-5%
CC1(C)COC(=O)/C1=N/Nc1ccc([N+](=O)[O-])cc1	-4.1%	0%
CC(=O)Nc1ccc(S(=O)(=O)Nc2cccc(Cl)c2)cc1	-1.6%	3%
Cc1ccc2c(c1)nnn2C1CCN(S(=O)(=O)c2ccc(C(=O)N(C)C3CCCCC3)cc2)CC1	0.7%	-13%
Cc1nc2ccccc2nc1SCC(=O)N1CCC(C)CC1	2.6%	x
O=C1CCCC(O)=C1C=NCCCn1ccnc1	3.2%	4%
COC(=O)c1c(F)c(F)c(N2CCOCC2)c(F)c1F	0.9%&-0.3%	-8%&6%
O=C(O)CN(CCc1ccccc1)S(=O)(=O)c1ccc(Br)cc1	1.1%	-2%
COc1cccc(CN2CCN(C3CC4CCC3C4)CC2)c1OC (configuration not stated)	6.8%	4%
COc1cc(OC)cc(C(=O)Nc2ccccc2NC(C)=O)c1	0.9%	-5%
COC(=O)c1ccc(COc2ccc(C3C4=C(CCCC4=O)Nc4onc(C)c43)cc2)cc1 (configuration not stated)	-5.2%	-13%
Cc1ccccc1/C=C(/C#N)c1nc(-c2cc3ccccc3oc2=O)cs1	-0.5%	0%
CCOc1ccc(-c2cc(NC(=O)Cn3ncc4c3-c3ccccc3OC4)on2)cc1OCC	0.0%	6%
COc1ccc(CC2S/C(=N\N=C\CCc3ccc(C)o3)NC2=O)cc1 (configuration not stated)	-5.8%	2%
Cc1ccc2nc(Cc3ccc(N)cc3)oc2c1	6.8%	-10%
CN(C)c1nc2ccccc2c(N)c1-c1ccccc1	-5.3%	-16%
O=C(Nc1ncc(Cc2ccc(Cl)c(Cl)c2)s1)c1cccc([N+](=O)[O-])c1	-1.4%	1%
COC(=O)c1[nH]c2ccccc2c1NC(=O)CN1CCCCCC1	-3.7%	-3%
CCOc1ccc(/C=C2/C(=O)NC(=O)N(c3ccc(OC)cc3)C2=O)c(OCC)c1	0.7%	-1%
Cc1cc(SCC(=O)N2CCCC2)nc2ccccc12	-2.0%	-1%
COc1cc(C=C2C(=O)NC(=O)NC2=O)cc([N+](=O)[O-])c1O	2.2%	-1%
COc1cc(C(=O)N2CCC(NC(=O)C(Cc3ccc(C(C)C)cc3)NC(C)=O)CC2)cc(OC)c1OC (configuration not stated)	-2.8%	x
COc1ccc(C2=NOC(C(=O)NCc3ccc(F)cc3)C2)cc1 (configuration not stated)	2.3%	-10%
Cc1cc2c(nc3s/c(=C/c4ccccc4)c(=O)n32)c(Br)c1C	-3.6%	6%

Reprinted at random: five compounds from above
SMILES	Hsp70 inhibitors	MKP-3 inhibition
COC(=O)c1c(F)c(F)c(N2CCOCC2)c(F)c1F	0.9%&-0.3%	-8%&6%
O=C1CSC(=O)N1CNc1cc(Cl)ccc1Cl	1.9%	0%
c1ccc(-n2nnnc2NCCCN2CCOCC2)cc1	-1.0%	x
Cc1cc(C)c(C2C(C#N)=C(N)Oc3n[nH]c(C)c32)cc1CN1CCCC1 (configuration not stated)	-2.8%	-5%
Cn1c(CCCNC(=O)c2ccccc2)nc2ccccc21	-0.5%	-2%

(next part)
SMILES	Hsp70 inhibitors	MKP-3 inhibition
CCOc1ccc(-n2c(O)c(/C=C3\C=Nc4ccccc43)sc2=O)cc1	-2.8%	2%
Cc1ccc(Cn2c(S(=O)(=O)O)nc3ccccc32)cc1	3.5%	x
CCOC(=O)C1CCN(S(=O)(=O)c2c(C)n(C)c(=O)n(C)c2=O)CC1	0.9%	-5%
O=C(N/N=C/c1cccnc1)c1ccco1	-3.2%	4%
CCOc1ccc2c(c1)c1nnc(SCC3CCCO3)nc1n2C (configuration not stated)	1.2%	-18%
Cc1cc(NC(=O)CSc2nc3ccccc3c(=O)n2Cc2ccccc2)no1	-0.3%	-8%
Cc1ccc(-c2noc(-c3ccccc3C(=O)N3CCN(C)CC3)n2)cc1	2.2%	-7%
O=C(Nc1ncccn1)c1cccs1	2.3%	8%
CC1(C)CC(CC(=O)Nc2ccccn2)C(=O)O1 (configuration not stated)	-5.5%	-9%
Cc1ccc(N2C(=O)/C(=C/N3CCOCC3)c3ccccc3C2=O)cc1	1.3%	0%
CCN(CC)CCCNC(=O)c1sc2nc(-c3ccc(F)cc3)cn2c1C	-6.2%	-5%
Cc1ccnc(SCCn2c(Br)nc3c2c(=O)[nH]c(=O)n3C)n1	-0.1%	-2%
CC(C)CC(c1nnnn1C1CCCC1)N1CCN(c2ccccc2F)CC1 (configuration not stated)	2.6%	0%
O=C(N/N=C/c1ccc(OC2CSC2)cc1)c1ccccc1	2.6%	1%
COCCN(CC(=O)NC1CCCCC1)C(=O)CSc1nc2ccccc2o1	3.1%	0%
CCOc1ccc(C(O)Cn2c(=N)n(CCN3CCCCC3)c3ccccc32)cc1 (configuration not stated)	8.8%	x
CCOC(=O)C(NC(=O)CC)(Nc1sc2c(c1C(=O)OC)CCN(C)C2)C(F)(F)F (configuration not stated)	-1.7%	9%
CCOc1ccc(Br)cc1C1NC(=O)c2c(sc3c2CCN(C)C3)N1 (configuration not stated)	-1.2%	-1%
CCc1ccc2[nH]c(=O)c(C3C(C#N)=C(N)Oc4c3ccc3cccnc43)cc2c1 (configuration not stated)	-3.4%	x
CCN1C(=O)NC(c2ccc(Br)cc2)C(C(=O)OCCOC)=C1C (configuration not stated)	-1.0%	1%
CCOC(=O)N1CCN(c2c(NCC3CCN(Cc4cccc(C)c4)CC3)c(=O)c2=O)CC1	1.8%	3%
CC(Oc1ccc(Cl)cc1Cl)C(=O)Nc1ncccn1 (configuration not stated)	7.9%&-1.2%	-2%&0%
CCc1noc(N)c1C(=O)Nc1ccc(F)c(Cl)c1	-6.5%	0%
COc1ccc(CSc2n[nH]c(-c3ccc(OC)cc3)n2)cc1	-1.1%	1%
O=C(COc1ccc(/C=N/NS(=O)(=O)c2ccccc2)cc1)Nc1ccccc1	0.7%	-5%

Continued:
SMILES	Hsp70 inhibitors	MKP-3 inhibition
Cc1ccccc1C(=O)Oc1ccccc1C(=O)N1CCOCC1	1.5%&4.1%	-2%
CCOC(=O)c1[nH]c2ccccc2c1NC(=O)CC	0.1%	0%
O=C(NC(=S)NCc1ccccc1)c1cccc(Cl)c1	2.4%	0%
Cc1nc(C#N)c(NCc2ccc3c(c2)OCO3)o1	2.8%	x
COc1cc(NC(=O)c2ccc(Cl)c([N+](=O)[O-])c2)c(OC)cc1Cl	-3.4%	-3%
CCN1C(=O)CC(Sc2ccccc2C(=O)O)C1=O (configuration not stated)	9.6%	x
CCOC(=O)C1=C(CSc2nccn2C)NC(=O)NC1c1ccc(OC)cc1 (configuration not stated)	-1.0%	x
CCN(CC)c1ccc(/C=C2\C(=O)NC(=O)N(c3ccccc3OC)C2=O)cc1	-5.8%	-3%
CCC1(C)Cc2ccccc2-c2nc(NCCO)n(-c3ccccc3)c(=O)c21 (configuration not stated)	2.0%	5%

Full records as entered above. Values in the order: Hsp70 inhibitors | MKP-3 inhibition
`O=C(NC(=S)NCc1ccccc1)c1cccc(Cl)c1` as listed: 2.4% | 0%
`Cc1ccccc1C(=O)Oc1ccccc1C(=O)N1CCOCC1` as listed: 1.5%&4.1% | -2%

Assay outcomes: PubChem, Sanford-Burnham Center for Chemical Genomics

Some of the compounds tested (hit frequency here may not be typical).
